# PG9 binder: small molecules binding HIV-1 gp120 antibody PG9; TR-FRET gp120-PG9 antibody binding; inhibition, % at 6.7 µM; hit rate 0.43% among 360,000; AID 624416; in the data active means inhibition above about 8.5%
# SMARCA2 act: activators of SMARCA2 function; hit rate 1% among 370,000; activation, % at 9.1 µM; MG213 cells, MMTV-luciferase reporter, dexamethasone, overnight; in the data active means activation above about 7.8%;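 further: 0% = vehicle wells and 100% = reference activator wells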
# HGIII-sPLA2 inh: Inhibits HGIII-sPLA2 liposome hydrolysis, primary screen | QFRET BODIPY PC-A2 liposome hydrolysis, fluorescence | inhibition, % at 12.2 µM | hit rate 0.56% among 370,000 | AID 743126;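 active means inhibition above mean plus 3 SD of compounds lying within the high and low control bounds, cut at about 19% in these data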;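 further: 0% = median of test compound wells and 100% = no enzyme DMSO wells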
# Target sequence (Q9NZ20 whole entry, looked up): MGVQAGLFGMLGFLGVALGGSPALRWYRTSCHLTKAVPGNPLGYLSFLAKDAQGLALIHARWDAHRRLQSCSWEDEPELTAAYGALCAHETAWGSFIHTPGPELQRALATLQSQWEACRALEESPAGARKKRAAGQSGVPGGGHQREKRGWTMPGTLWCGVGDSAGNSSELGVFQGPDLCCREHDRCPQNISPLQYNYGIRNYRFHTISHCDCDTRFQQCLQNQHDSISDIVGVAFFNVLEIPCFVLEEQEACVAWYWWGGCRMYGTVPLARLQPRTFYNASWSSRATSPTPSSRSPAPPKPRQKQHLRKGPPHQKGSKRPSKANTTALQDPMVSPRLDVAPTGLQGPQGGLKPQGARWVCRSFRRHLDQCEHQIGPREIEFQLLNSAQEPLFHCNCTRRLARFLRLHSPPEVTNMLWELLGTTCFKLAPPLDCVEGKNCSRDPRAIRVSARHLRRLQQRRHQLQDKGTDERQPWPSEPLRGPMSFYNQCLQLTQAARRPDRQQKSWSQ
# Rev-erbA mod: Rev-erb alpha (human) modulation | P20393 | Rev-erbα–FITC-DNA binding, fluorescence polarization, 90 min | activity, % at 10 µM | hit rate 0.79% among 370,000 | AID 1259318;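 active means activity above about 14%, limit read from the data; passing the limit was not always enough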;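 further: 0% = DMSO wells with 35 nM protein and 100% = DMSO wells with 750 nM protein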
# ssDAF-12 act: S. stercoralis DAF-12 activation, primary screen. hit rate 1% among 370,000. HEK293 ssDAF-12/GRIP1 lit1-tk-luc reporter, luminescence; % of 3 µM dafachronic acid response. activation, % at 6.8 µM;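 active means activation above the mean over all tested compounds plus 3 SD, cut at about 0.9% in these data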;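 further: 0% = DMSO-only wells and 100% = 3 µM delta7-dafachronic acid wells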
# DAX1 inh-1: inhibitors of DAX1 repression of SF-1 activated StAR promoter; inhibition, % at 6.8 µM; AID 652010; HEK293T StAR-luciferase reporter, SF-1/DAX-1 repression relief; hit rate 1.1% among 370,000;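 active means inhibition above the mean over all tested compounds plus 3 SD, cut at about 3.6% in these data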;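 further: 0% = DAX-1 cells with DMSO and 100% = cells lacking DAX-1 with DMSO; higher inhibition means more luminescence from relief of DAX-1 repression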
# DAX1 inh-2: inhibitors of human orphan nuclear receptor DAX1 (NR0B1). HEK293 Gal4-DAX1 luciferase reporter, luminescence. inhibition, % at 6.75 µM. hit rate 0.99% among 340,000. AID 504766;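 active means inhibition above the mean over all tested compounds plus 3 SD, cut at about 4.2% in these data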;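 further: 0% = DAX1-transfected cells with DMSO and 100% = empty-vector control cells with DMSO; inhibition shows as a rise in luminescence from relieved DAX1 repression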
# Target sequence (P51843 207-470 limits assumed): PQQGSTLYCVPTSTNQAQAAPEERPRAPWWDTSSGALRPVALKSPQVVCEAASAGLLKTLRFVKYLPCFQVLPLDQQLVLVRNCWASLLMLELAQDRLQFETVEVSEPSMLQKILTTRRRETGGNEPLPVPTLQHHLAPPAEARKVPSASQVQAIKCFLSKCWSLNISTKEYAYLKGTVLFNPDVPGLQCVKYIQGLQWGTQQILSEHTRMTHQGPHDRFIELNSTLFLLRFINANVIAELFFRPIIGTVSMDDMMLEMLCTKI
# PLCb3 inh: blocks human PLC-beta3 enzyme activity | Q01970 | Purified PLC-beta3, fluorogenic substrate, fluorescence | inhibition, % at 12.2 µM | hit rate 0.18% among 370,000 | AID 720704; in the data active means inhibition above about 11%;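 further: 0% = median of compound wells on plate and 100% = full blocker control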
# FXN GAA850 act: increases GAA850 frataxin promoter reporter activity; activation, % at 6 µM; hit rate 0.56% among 360,000; HEK293 lucGAA850 FXN promoter luciferase reporter, 24 h; percent of 10 µM SAHA response;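 active means activation above the average of all compounds screened plus 3 SD, cutoff fixed separately per campaign, cut at about 7.5% in these data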;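 further: 0% = DMSO wells and 100% = 10 µM SAHA wells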
# hgDAF12 agonist: agonists of H. glycines DAF-12 nuclear receptor. HEK293 GAL4-hgDAF12 UAS-luciferase reporter, agonist luminescence; normalized to butyrate control. activation, % at 6.8 µM. hit rate 1.8% among 370,000. AID 687014;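 active means activation above a cutoff set at the mean of all screened compounds plus 3 SD, cut at about 10% in these data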;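 further: 0% = DMSO wells and 100% = sodium butyrate wells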
# hcDAF12 agonist: H. contortus DAF-12 activation, primary screen | activation, % at 6.8 µM | HEK293 hcDAF-12 lit1-tk-luc reporter, luminescence; 0% DMSO, 100% Δ7-dafachronic acid | hit rate 1.4% among 370,000;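 active means activation above the mean of all tested compounds plus 3 SD, cut at about 5.5% in these data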;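 further: 100% = response to 3 µM Δ7-dafachronic acid high control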
# * hit, by the source's call; i = inactive; . = no result given.
[1] COc1ccc(NS(=O)(=O)c2cccc(C(=O)NNC(=O)c3cccn3C)c2)cc1
[2] Brc1ccc([C@H]2CN3CCSC3=N2)cc1
[3] O=c1cc(CN2CCN(c3ccccc3)CC2)c2c(ccc3ccccc32)o1
[4] Cc1ccc(Oc2nnc(-c3cccs3)c3ccccc23)cc1
[5] COc1ccc(Cc2nnc(NC(=O)c3cccc([N+](=O)[O-])c3C)s2)cc1
[6] CN(Cc1ccc(C(F)(F)F)cc1)C(=O)[C@H]1O[C@@H](n2cnc3c(N)ncnc32)[C@H](O)[C@@H]1O
[7] CCOc1ccc(NC(=O)C(C)O)c(NS(=O)(=O)c2ccc(CCNC(C)=O)cc2)c1 (centres undefined)
[8] C=CCOc1ccc2c(OC)c3ccoc3nc2c1OC
Assay by compound	1	2	3	4	5	6	7	8
PG9 binder	-4.7	-2.1	0.2	3.1	-1.5	-1.8	0.2	2.7
SMARCA2 act	-1	-1	1	-4	0	-4	2	0
HGIII-sPLA2 inh	-8	0	5	8	-15	15	4	-2
Rev-erbA mod	0	-1	8	15	4	2	-4	-1
ssDAF-12 act	-1.2	-1.2	0.7	-0.9	-0.8	-1.7	-1.2	-0.7
DAX1 inh-1	1.2	0.1	0.3	-0.5	-0.9	-1.0	-0.2	0.3
DAX1 inh-2	-0.3	3.9	1.8	-1.1	-0.4	.	0.6	-1.0
PLCb3 inh	-7	0	-9	1	-2	0	-1	i
FXN GAA850 act	-0.8	2.1	1.4	0.5	-1.1	.	-2.5	1.5
hgDAF12 agonist	2.3	1.4	0.4	-1.9	-2.6	-0.8	-0.6	3.2
hcDAF12 agonist	1.0	1.5	-0.7	0.0	-0.5	-3.3	1.0	0.4

[9] O=C(Nc1nccs1)c1ccc(NC(=O)c2ccco2)cc1
[10] COc1ccccc1-c1nc(C(F)(F)F)c(OC)o1
[11] COCCCNC(=O)/C=C/[C@H]1O[C@@H](n2cnc3c(NC(=O)c4ccccc4)ncnc32)[C@H](O)[C@@H]1O
[12] CCC1CSC(=Nc2ccc(C)cc2)N1C(=O)CN1C(=O)NC2(CCCC2)C1=O (centres undefined)
[13] Cc1ccc(C(=O)NC2(C(F)(F)F)N=C3SCCN3C2=O)cc1 (centres undefined)
[14] CC(=O)NC1C(=O)N=C(SCc2ccccc2)NC1=O (centres undefined)
[15] Cc1cccc(NC(=O)c2ccc(F)c(S(=O)(=O)NCc3ccco3)c2)c1
[16] CC(=O)/C(=N/Nc1ccccc1)N1CCOCC1
Assay by compound	9	10	11	12	13	14	15	16
PG9 binder	-1.5	-2.0	-0.7	-3.9	-1.3	-0.3	-1.9	-3.3
SMARCA2 act	4	0	-5	9.7*	-1	0	-3	0
HGIII-sPLA2 inh	10	-7	4	-2	1	0	-15	3
Rev-erbA mod	0	4	-3	4	0	-4	-2	-5
ssDAF-12 act	-0.6	-0.5	-1.4	-0.2	-0.4	-1.2	-1.0	-1.3
DAX1 inh-1	1.7	-0.3	0.1	10*	-0.8	-0.1	0.1	0.2
DAX1 inh-2	1.1	1.2	.	0.2	-1.2	0.6	-0.3	-0.7
PLCb3 inh	-5	1	-2	-3	-2	1	-1	0
FXN GAA850 act	1.2	0.7	.	3.8	2.5	2.5	1.3	3.7
hgDAF12 agonist	9.3	0.9	2.6	13*	0.1	-1.4	-2.6	0.1
hcDAF12 agonist	2.0	0.3	-0.6	8.4*	-0.4	0.6	0.6	-0.6

# DAX1 inh-1: hit marks shown above.
no.	structure	PG9 binder	SMARCA2 act	HGIII-sPLA2 inh	Rev-erbA mod	ssDAF-12 act	DAX1 inh-1	DAX1 inh-2	PLCb3 inh	hcDAF12 agonist
12	CCC1CSC(=Nc2ccc(C)cc2)N1C(=O)CN1C(=O)NC2(CCCC2)C1=O (centres undefined)	-3.9	9.7*	-2	4	-0.2	10*	0.2	-3	8.4*

# Continued:
[17] COc1ccc(OCC(=O)Nc2cc(S(=O)(=O)N3CCCCC3)ccc2OC)cc1
[18] CCOC(=O)C1CCCN(C(=O)Cc2ccc(C)cc2)C1 (centres undefined)
[19] O=C(CC(c1ccccc1)c1ccccc1)NCCOCc1ccccc1
[20] COc1ccc(CNC(=O)COc2cc3c(c4oc(=O)cc(C)c24)CCC(C)(C)O3)cc1OC
[21] CC(C)Cn1c(Cc2ccccc2)n[nH]c1=S
[22] COc1cc(/C=C/C(=O)O)ccc1OS(=O)(=O)c1cc(C)ccc1C
[23] C/C(CC(=O)Nc1ccc([N+](=O)[O-])cc1)=N/NC(=O)C1C2CCCCC21 (centres undefined)
[24] O=C(CC1SC(N2CCOCC2)=NC1=O)Nc1ccc(Cl)c(C(F)(F)F)c1 (centres undefined)
Assay by compound	17	18	19	20	21	22	23	24
PG9 binder	2.2	0.6	-0.1	-1.3	3.1	-1.1	0.2	-0.6
SMARCA2 act	-1	-2	-2	0	-2	-1	3	-3
HGIII-sPLA2 inh	4	-3	-7	0	12	-11	-8	-7
Rev-erbA mod	-7	-3	2	0	-1	-6	-9	-4
ssDAF-12 act	-1.3	-1.3	-1.4	-1.1	-1.8	-1.9	-0.7	-1.6
DAX1 inh-1	-1.1	-0.3	0.0	0.9	0.1	-0.7	0.2	-0.9
DAX1 inh-2	-1.1	-0.6	0.5	0.8	0.8	0.9	-0.1	-0.6
PLCb3 inh	-1	3	-5	-69	0	-5	-6	-1
FXN GAA850 act	-0.4	-0.5	0.0	-3.3	0.7	0.6	2.2	0.9
hgDAF12 agonist	0.9	0.3	-1.4	-1.8	-0.8	-1.8	2.9	-1.2
hcDAF12 agonist	-0.5	-0.5	-1.2	-2.4	0.3	-0.2	0.0	0.5

# 3 structures from above, sorted by SMILES length, low to high.
[21] CC(C)Cn1c(Cc2ccccc2)n[nH]c1=S
[18] CCOC(=O)C1CCCN(C(=O)Cc2ccc(C)cc2)C1 (centres undefined)
[23] C/C(CC(=O)Nc1ccc([N+](=O)[O-])cc1)=N/NC(=O)C1C2CCCCC21 (centres undefined)
Assay by compound	21	18	23
PG9 binder	3.1	0.6	0.2
SMARCA2 act	-2	-2	3
HGIII-sPLA2 inh	12	-3	-8
Rev-erbA mod	-1	-3	-9
ssDAF-12 act	-1.8	-1.3	-0.7
DAX1 inh-1	0.1	-0.3	0.2
DAX1 inh-2	0.8	-0.6	-0.1
PLCb3 inh	0	3	-6
FXN GAA850 act	0.7	-0.5	2.2
hgDAF12 agonist	-0.8	0.3	2.9
hcDAF12 agonist	0.3	-0.5	0.0

# Continued:
[25] CN1CCN(S(=O)(=O)c2cccc(C(=O)Nc3ccc(Br)cc3Br)c2)CC1
[26] O=C(Cc1ccc(Br)cc1)OCC(=O)N1CCc2ccccc2C1
[27] CC(C)(C)c1ccc(Cn2nc(CC(=O)O)c3ccccc3c2=O)cc1
[28] CC[C@@H](CCC(=O)N(c1ccccc1)c1ccccc1)c1ccc(C)cc1
[29] CC(=O)c1cccc(NC(=O)c2ccc(N(C)S(=O)(=O)c3ccc(C)cc3)cc2)c1
[30] CCOc1ccc2oc(C(=O)NNC(=O)c3csc(N4CCOCC4)n3)c(C)c2c1
[31] Cc1cnc(C(=O)OC(C)C(=O)Nc2ccccc2-c2ccccc2)cn1 (centres undefined)
[32] CCOc1ccc(Cn2nnc(C(=O)Nc3ccc(OC)cc3OC)c2N)cc1
Assay by compound	25	26	27	28	29	30	31	32
PG9 binder	-3.0	1.6	-3.2	.	1.2	0.7	0.7	-1.1
SMARCA2 act	-3	1	0	-6	-1	-1	-1	-2
HGIII-sPLA2 inh	-11	3	-3	1	-19	1	6	-6
Rev-erbA mod	-5	-6	-8	-5	11	-4	2	-4
ssDAF-12 act	-1.3	-0.8	-1.3	-1.8	-1.6	-1.4	-0.4	-1.9
DAX1 inh-1	-2.1	-0.1	0.3	0.1	-4.1	-0.2	0.1	0.2
DAX1 inh-2	-0.7	0.9	-0.5	.	-0.5	1.9	0.6	2.9
PLCb3 inh	-5	3	0	1	-8	-34	1	1
FXN GAA850 act	-2.3	2.3	3.0	.	1.3	0.8	1.7	0.8
hgDAF12 agonist	2.4	-1.8	-0.5	0.0	-2.1	1.9	0.8	-2.5
hcDAF12 agonist	-0.8	-1.0	1.3	-0.7	-4.0	1.0	0.2	-3.6

# Looked up above.
# cpd 24 in hgDAF12 agonist has -1.2
# cpd 22 in ssDAF-12 act has -1.9
# cpd 14 in PLCb3 inh has 1

# Values by screen from the list:
# Entries 25–32 in FXN GAA850 act: -2.3, 2.3, 3.0, ., 1.3, 0.8, 1.7, 0.8
# Entries 25–32 in hcDAF12 agonist: -0.8, -1.0, 1.3, -0.7, -4.0, 1.0, 0.2, -3.6

# Other results.
[33] CCOC(=O)C1CCCc2c1[nH]c1c(C(N)=O)cccc21 (centres undefined)
[34] CCC(=O)N1CCC2(CC1)Oc1ccc(Cl)cc1C(=O)C21CC(c2cccnc2)=NO1 (centres undefined)
[35] O=C(Cn1cnc2c(nnn2-c2ccccc2)c1=O)N1CCOCC1
[36] CCS(=O)(=O)Nc1ccc(C2=NN(C(C)=O)C(c3cccs3)C2)cc1 (centres undefined)
[37] Cc1cccc(-n2c(C)cc(/C=N/NC(N)=S)c2C)c1
[38] COc1ccc(Cl)cc1NC(=O)c1[nH]nc(OC)c1[N+](=O)[O-]
[39] O=C(NCCS(=O)(=O)N1CCN(c2ccc(F)cc2)CC1)c1ccc2c(c1)OCO2
[40] Cc1ccc(-c2cc(C(F)F)n3ncc(C(=O)N4CCN(c5ccccn5)CC4)c3n2)cc1
Assay by compound	33	34	35	36	37	38	39	40
PG9 binder	-3.0	-2.6	-2.6	-0.6	-0.8	-1.3	-1.9	-1.8
SMARCA2 act	1	0	2	-1	-1	2	1	-6
HGIII-sPLA2 inh	-2	-2	-2	-1	2	-1	-4	-1
Rev-erbA mod	-1	-3	6	1	-6	0	-4	-1
ssDAF-12 act	-1.0	-1.4	-1.1	-1.6	-1.4	-0.3	-0.7	-1.1
DAX1 inh-1	0.0	-0.4	0.0	-2.0	-1.1	0.4	1.1	-1.6
DAX1 inh-2	0.8	1.9	0.0	-2.3	0.9	-0.8	-1.2	-0.3
PLCb3 inh	-23	-15	-1	-172	-21	-1	-9	-4
FXN GAA850 act	-0.9	-1.1	1.8	-4.4	-2.4	3.3	2.2	-1.4
hgDAF12 agonist	1.4	-2.5	-1.2	4.4	2.0	3.4	-1.6	-0.6
hcDAF12 agonist	0.6	-1.9	-0.6	-0.7	-0.4	6.7*	-1.1	-1.4

# The order is random. Share with any hit: about 7%.
